# Bioassay records (PubChem)
# KCNK9 block = KCNK9 potassium channel inhibitors, primary screen, HEK293 cells, thallium flux | Potassium channel subfamily K member 9 (Homo sapiens), Q9NPC2 | 310,000 compounds, 1.2% hits | FluxOR thallium flux fluorescence; hits give low values | B-score at 10 µM | AID 488922, 2010;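 active = ratio B-score over 3 SD below the library mean, with starting fluorescence within 5 SD of its mean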;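 note: negative B-score means less thallium flux so channel inhibition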
# Target sequence (Q9NPC2 whole entry, looked up): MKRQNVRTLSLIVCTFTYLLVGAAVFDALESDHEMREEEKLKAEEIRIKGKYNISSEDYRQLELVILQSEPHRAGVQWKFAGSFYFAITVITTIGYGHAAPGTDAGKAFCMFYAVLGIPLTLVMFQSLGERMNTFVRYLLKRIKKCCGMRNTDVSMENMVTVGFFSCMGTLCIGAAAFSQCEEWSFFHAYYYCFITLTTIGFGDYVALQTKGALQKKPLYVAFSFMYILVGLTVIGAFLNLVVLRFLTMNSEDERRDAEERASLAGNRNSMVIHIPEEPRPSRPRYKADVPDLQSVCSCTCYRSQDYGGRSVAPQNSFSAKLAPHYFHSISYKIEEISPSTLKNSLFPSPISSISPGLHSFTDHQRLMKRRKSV
# RGS4 inh = RGS4 inhibitors, primary screen, cell-based, HEK293 M3R inducible RGS4, calcium flux. Regulator of G-protein signaling 4 (Homo sapiens), P49798. Fluo-4 calcium flux; hits give high values; triggered by carbachol at its EC20. B-score at 10 µM. 310,000 compounds, 0.45% hits. AID 463165, 2010;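 active = B-score, a plate-corrected calcium signal, over three deviations above library mean, with baseline fluorescence within five deviations of library mean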;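 note: RGS4 expression induced by doxycycline in cells with stable M3 receptor; B-score is computed from the integrated fluorescence ratio over baseline after carbachol; higher B-score means a larger calcium signal and so more RGS4 inhibition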
# RGS4 act = RGS4 potentiators or activators, primary screen, cell-based, HEK293 M3R inducible RGS4, calcium flux. carbachol calcium flux Fluo4; hits give low values. 310,000 compounds, 0.92% hits. B-score at 10 µM. AID 463111, 2010;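 active = B-score of the integrated calcium signal more than 4 SD below the library mean, with starting fluorescence not abnormally high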;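 note: negative B-score means reduced calcium response which marks RGS4 activation or potentiation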
#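 Material: Inducible-RGS4 HEK293 cells carrying M3 receptor; also added: carbachol at ECmax as muscarinic agonist stimulus; incubation: compound preincubation 20 min at room temperature before agonist; signal: Fluo4-AM (2 µM) calcium-flux fluorescence, kinetic read; measure: integrated calcium ratio converted to B score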
# KCNK3 block = human KCNK3 channel inhibitors, primary screen, CHO cells, FluxOR thallium flux, B-score; Potassium channel subfamily K member 3 (Homo sapiens), O14649; FluxOR fluorescence; hits give low values; B-score at 10 µM; 340,000 compounds, 0.84% hits;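 active = B-score under library mean minus 4 SD, starting fluorescence ratio at most library mean plus 5 SD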;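 note: more negative B-score means stronger inhibition of thallium flux through KCNK3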
# Target sequence (O14649 whole entry, looked up): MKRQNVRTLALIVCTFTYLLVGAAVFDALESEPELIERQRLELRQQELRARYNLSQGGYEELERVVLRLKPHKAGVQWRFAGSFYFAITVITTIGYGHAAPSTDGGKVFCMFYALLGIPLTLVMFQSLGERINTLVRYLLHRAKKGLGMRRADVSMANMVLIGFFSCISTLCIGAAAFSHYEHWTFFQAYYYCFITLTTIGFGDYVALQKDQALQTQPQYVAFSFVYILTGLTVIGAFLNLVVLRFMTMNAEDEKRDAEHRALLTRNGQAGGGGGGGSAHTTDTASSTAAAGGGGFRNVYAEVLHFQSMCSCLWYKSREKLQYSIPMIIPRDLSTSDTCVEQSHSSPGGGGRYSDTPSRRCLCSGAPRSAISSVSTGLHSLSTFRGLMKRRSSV
# KCNQ1 inh = inhibitors of human KCNQ1 channel, primary screen, cell-based, thallium flux, high-throughput; Potassium voltage-gated channel subfamily KQT member 1 (Homo sapiens), P51787; CHO-K1 KCNQ1, FluxOR thallium flux fluorescence; hits give high values; B-score at 10 µM; 310,000 compounds, 1.3% hits;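 active = compounds whose thallium flux B-score, printed positive for inhibition, exceeds three library SD while starting fluorescence stays within three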;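 note: channel opened by potassium depolarization with thallium stimulus after 20 min compound exposure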
# ANO1 activ = TMEM16A chloride channel activators or potentiators, primary screen, cell-based, HTS | Anoctamin-1 (Mus musculus), Q8BHY3 | HEK293 TMEM16A/YFP-H148Q/I152L, iodide quench fluorescence; hits give low values | B-score at 10 µM | 340,000 compounds, 0.3% hits | AID 623877, 2012;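 active = fluorescence-ratio B-score plate-corrected deviation score at least 3 library SD below zero, with starting fluorescence score within 5 deviations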;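 note: channel opened by trigger with iodide after compound preincubation; score built on the fluorescence ratio of max minus min over baseline; more negative score means more quench and so TMEM16A activation or potentiation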
# MrgX1 agonist = agonists of human MrgX1 receptor, primary screen, HEK293 cells, Fluo-4 calcium flux; Mas-related G-protein coupled receptor member X1 (Homo sapiens), Q96LB2; AID 588627, 2011; 310,000 compounds, 0.44% hits; Fluo-4 calcium fluorescence, agonist mode; hits give high values; B-score at 10 µM;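 active = calcium response B-score plate-corrected fluorescence ratio at least 3 library SD, with starting fluorescence B-score inside 5 SD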
# Target sequence (Q96LB2 whole entry, looked up): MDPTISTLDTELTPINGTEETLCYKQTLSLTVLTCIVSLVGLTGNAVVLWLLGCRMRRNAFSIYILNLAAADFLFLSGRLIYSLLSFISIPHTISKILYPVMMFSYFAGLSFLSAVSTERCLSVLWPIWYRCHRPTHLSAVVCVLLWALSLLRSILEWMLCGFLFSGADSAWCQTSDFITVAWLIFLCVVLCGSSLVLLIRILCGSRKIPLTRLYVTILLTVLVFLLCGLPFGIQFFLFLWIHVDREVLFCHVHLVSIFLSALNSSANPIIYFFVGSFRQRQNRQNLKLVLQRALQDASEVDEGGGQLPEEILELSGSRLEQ
#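 times = overnight plating, then 30 min 37 °C plus 30 min room-temperature dye loading | assay system = stable human MrgX1 HEK293 cell line | input = fifteen thousand cells per well | signal = kinetic calcium dye fluorescence, Fluo-4 NW | dosing = compound delivered in addition one of three | read-out = B-scored fluorescence response ratio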
# MrgX1 PAM = positive allosteric modulators of MrgX1, primary screen, HEK293 cells, Fluo-4 calcium flux. Mas-related G-protein coupled receptor member X1 (Homo sapiens), Q96LB2. FDSS; hits give high values. B-score at 10 µM. 310,000 compounds, 0.63% hits. AID 588675, 2011;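 active = plate-corrected calcium response at least 3 library SD above typical, normal starting fluorescence, not activating the receptor alone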;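 note: compound read alongside a low EC10 to EC30 dose of BAM8-22 agonist; peak minus trough fluorescence over baseline measured at the second addition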
# KCNQ1 pot = potentiators or activators of KCNQ1 channel, primary screen, cell-based, thallium flux, high-throughput; Potassium voltage-gated channel subfamily KQT member 1 (Homo sapiens), P51787; 310,000 compounds, 0.35% hits; CHO-K1 KCNQ1, thallium flux FluxOR fluorescence; hits give high values; AID 2648, 2010; B-score at 10 µM;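 active = fluorescence ratio B-score, a plate-corrected score, at least three library SD, with initial intensity B-score within 5 SD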
#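 Doses: Single concentration per compound, DMSO matched to controls | Test system: KCNQ1-transfected CHO-K1 cells | Timing: 90 min dye loading and 20 min compound exposure, both at room temperature | Measured by: Kinetic FluxOR thallium fluorescence, 10-s 1-Hz baseline, 110-s post-stimulus read | Medium: Assay buffer with matched DMSO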
# ANO1 block = TMEM16A chloride channel inhibitors, primary screen, cell-based, HTS. Anoctamin-1 (Mus musculus), Q8BHY3. HEK293 TMEM16A/YFP iodide influx fluorescence, ionomycin. normalized B-score (activity score, 25-100; higher = stronger inhibition) at 10 µM. 310,000 compounds, 1.2% hits. AID 588511, 2011;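 active = ratio plate-corrected score three or more library SD toward inhibition, starting fluorescence score within five deviations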;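 note: score derived from kinetic fluorescence span divided by baseline fluorescence per well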
# hERG protect = hERG rescue from dofetilide block, primary screen, cell-based, CHO-hERG, FluxOR thallium flux, dofetilide IC70; Voltage-gated inwardly rectifying potassium channel KCNH2 (Homo sapiens), Q12809; dofetilide IC70 present; activation (rescue from dofetilide block), less the hit threshold, % at 10 µM; 310,000 compounds, 0.51% hits; AID 1511, 2009;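 active = activation above the mean of controls blocked by dofetilide plus 5 SD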;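 note: thallium influx through hERG after potassium depolarization seen as dye fluorescence rise; in these data hits start at about 4.7%; inactives centre near -7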
# Active calls of the source: *; i = inactive; . = no result given.
SMILES,KCNK9 block,RGS4 inh,RGS4 act,KCNK3 block,KCNQ1 inh,ANO1 activ,MrgX1 agonist,MrgX1 PAM,KCNQ1 pot,ANO1 block,hERG protect
O=C1[C@H]2[C@H](C=CC[C@H]2C(=O)N2CCN(c3ccccc3)CC2)CCN1Cc1ccc(Cl)c(Cl)c1,i,i,i,i,i,i,i,i,i,i,-0.5
O=C(CSc1nc(-c2ccco2)cc(C(F)(F)F)n1)NCCCn1ccnc1,i,i,i,i,i,i,i,i,i,i,-6.2
Cc1ccc(NC(=O)CCC(=O)N/N=C/c2cccs2)cc1,i,i,i,i,i,i,i,i,i,i,-13.5
Cc1cccc(N=Nc2cnc(N)s2)c1,i,i,i,i,i,i,i,i,i,i,-5.5
CCN(CC)CCCNC(=O)c1ccccc1NC(=O)C1=CSCCO1,i,i,i,i,i,i,i,i,i,i,-9.1
CC(=O)c1cc(-c2ccccc2)n(CC(=O)N2CCC(N3CCCCC3)CC2)c1C,i,i,i,i,i,i,.,.,i,.,-5.2
COc1ccc(OC)c2sc(NC(=O)c3ccc(Cl)s3)nc12,i,i,i,i,i,i,i,i,i,i,-7.7
O=C(c1cc(C2CC2)on1)N1CCN(C(c2ccccc2)c2ccccc2)CC1,i,i,i,i,i,i,i,i,i,i,-11.7
Cc1ccccc1CCNC(=O)CCn1nc(C)c2c(C)n(-c3ccccc3)nc2c1=O,i,i,i,i,i,i,i,i,i,i,-10.8
Cc1cccc(-n2c(N)cc(=O)[nH]c2=S)c1C,.,.,.,i,.,i,i,i,.,i,.
COc1ccccc1NC(=S)N(CCCN1CCOCC1)Cc1cccs1,i,i,i,i,i,i,i,i,i,i,-17.1
N#Cc1ccsc1NC(=O)CN1CCN(c2ccccc2)CC1,i,i,i,i,i,i,i,i,i,i,8.6*
COc1ccc(C(=O)Nc2ccc3nc(N4CCCCC4)cc(C)c3c2)cc1OC,i,i,i,i,i,i,i,i,i,i,-20.2
Cn1c(SCC(=O)N2CCCCC2)nnc1-c1ccc(S(=O)(=O)N2CCOCC2)cc1,i,i,i,i,i,i,i,i,i,i,-10.3
Cc1cc(-c2ccccc2)nc(N(C)NC(=O)c2cccc(C(F)(F)F)c2)c1S(C)(=O)=O,i,i,i,i,i,i,i,i,i,i,-6.0
O=C(CS(=O)(=O)c1ccc(C(F)(F)F)cn1)NNC(=O)c1ccccc1,i,i,i,i,i,i,i,i,i,i,-9.1
O=C(CSc1nc(-c2ccccc2)cc(=O)[nH]1)N1CCOCC1,i,i,i,i,i,i,i,i,i,i,-1.1
CC(=O)c1ccc(NC(=O)c2ccc(NC(=O)CCS(=O)(=O)c3cccs3)cc2)cc1,i,i,i,i,i,i,i,i,i,i,-6.0
CNc1nc(OC)nc(N2CCOCC2)n1,i,i,i,i,i,i,i,i,i,i,-5.5
Cc1[nH]c2ccccc2c1N=Nc1ccc(F)cc1,i,i,i,i,i,i,i,i,i,i,-10.4
O=C(Nc1nc(-c2ccccc2)cs1)c1ccc(S(=O)(=O)N2CCc3ccccc32)cc1,i,i,i,i,i,i,i,i,i,i,-7.7
CCn1nccc1C(=O)Nc1cc(Cl)ccc1Cl,i,i,i,i,i,i,i,i,i,i,-7.1
CCCCn1c(N)c(N(CCC(C)C)C(=O)c2cc(CC)c(C)s2)c(=O)[nH]c1=O,i,i,i,i,i,i,i,i,i,i,-18.2
Cc1ccc(S(=O)(=O)CCC(=O)OCC(=O)Nc2cc(C)on2)cc1,i,i,i,i,i,i,i,i,i,i,-5.6
CC(NC(=O)c1cc2c(=O)n3ccccc3nc2n(CC2CCCO2)c1=N)c1ccccc1 (centres undefined),i,i,i,i,i,i,i,i,i,i,-19.2

# Additional compounds follow:
SMILES,KCNK9 block,RGS4 inh,RGS4 act,KCNK3 block,KCNQ1 inh,ANO1 activ,MrgX1 agonist,MrgX1 PAM,KCNQ1 pot,ANO1 block,hERG protect
COc1ccc(S(=O)(=O)NCc2ccc(F)cc2)cc1OC,i,i,i,i,i,i,i,i,i,i,-3.0
COc1ccc(CCC(=O)OCC(=O)c2cccc(OC)c2)cc1,i,i,i,i,i,i,i,i,i,i,-12.2
COC(=O)Nc1c(C(=O)OC)cc(OC)c(OC)c1OC,i,i,i,i,i,i,i,i,i,i,-10.3
Cc1cc(N=Nc2c(O)c3ccccc3[nH]c2=O)ccc1N=Nc1ccc(C(=O)N(C)C)cc1,i,i,-7.82*,i,i,i,.,.,i,.,-10.6
Cc1ccc(CNC(=O)c2ccc3c(c2)NC(=O)C(N2CCOCC2)S3)cc1 (centres undefined),i,i,i,i,i,i,i,i,i,i,-13.9
COc1ccc(C(=O)COC(=O)CN2C(=O)NC(C)(C)C2=O)cc1OC,i,i,i,i,i,i,i,i,i,i,-20.3
COC(=O)CSc1nc(NC(C)C)nc(N2CCOCC2)n1,i,i,i,i,i,i,i,i,i,i,-6.9
COc1ccc(N/C=C/C(=O)C(C)(C)C)cc1,i,i,i,i,i,i,i,i,i,i,-5.2
CCOCCCNC(=S)N1CCCN(c2nc3c(C)c(C)ccc3cc2C#N)CC1,i,i,i,i,i,i,.,.,i,.,-12.8
Cc1cccc(NC(=O)CN2C(=O)c3ccccc3C2=O)c1C,i,i,i,i,i,i,i,i,i,i,-10.5
CCNc1nc(SCC(=O)OC)nc(N(C)C)n1,i,i,i,i,i,i,i,i,i,i,-3.4
CC(C)N(C(=O)CSc1nnc(-c2cc3ccccc3cc2O)n1Cc1ccco1)C(C)C,i,i,i,i,i,i,i,i,i,i,-19.0
O=C1c2ccccc2N2C(=O)c3ccccc3C2N1Cc1ccco1 (centres undefined),i,i,i,i,i,i,i,i,i,i,-13.3
O=C(/C=C\c1cn(-c2ccccc2)nc1-c1ccc2c(c1)OCCO2)N1CCOCC1,i,i,i,i,i,i,i,i,i,i,-10.0
O=C1CC(c2ccccc2Br)c2cc3c(cc2N1)CCC3 (centres undefined),i,i,i,.,i,.,i,i,i,i,-2.1
COC(=O)c1ccc(Nc2cc(C)nc3nc(C)nn23)cc1,i,i,i,i,i,i,i,i,i,i,-7.1
Cc1cc(NS(=O)(=O)c2ccc(NC(=S)NC(=O)c3ccc(F)cc3)cc2)no1,i,i,i,i,i,i,i,i,i,i,-5.2
COc1ccc(N2C(=O)CNC2=S)cc1,i,i,i,i,i,i,i,i,i,i,-5.1
O=P(O)(O)CCP(=O)(c1ccccc1)c1ccccc1,i,i,i,i,i,i,i,i,i,i,-9.7
COc1ccc(OC)c(-c2cc(C(=O)Nc3c(C)nn(Cc4ccccc4C)c3C)no2)c1,i,i,i,i,i,i,i,i,i,i,-10.5
CCC(=O)NCC(c1ccco1)N1CCN(c2ccc(OC)cc2)CC1 (centres undefined),i,i,i,i,i,i,i,i,i,i,-4.2
Cc1ccc(C)c(N(C(=O)CS(=O)CC(=O)Nc2ccc3c(c2)OCO3)C(C)C(=O)NC2CCCC2)c1 (centres undefined),i,i,i,i,i,i,i,i,i,i,-6.6
CS(=O)(=O)N(Cc1ccc(C(=O)NC2CCCC2)cc1)c1ccccc1,i,i,i,i,i,i,i,i,i,i,-10.9
O=C1c2ccccc2C(O)(Cc2ccccc2)N1Cc1ccco1 (centres undefined),i,i,i,i,i,i,i,i,i,i,-3.7
COc1ccc(C(=O)Nc2cc(=O)[nH]c3ncnn23)cc1,i,i,i,i,i,i,i,i,i,i,-5.4

# New compounds follow.
SMILES,KCNK9 block,RGS4 inh,RGS4 act,KCNK3 block,KCNQ1 inh,ANO1 activ,MrgX1 agonist,MrgX1 PAM,KCNQ1 pot,ANO1 block,hERG protect
CCOC(=O)C(C)Sc1nc(-c2ccccc2)nc2ccccc12 (centres undefined),-7.63*,i,i,i,i,i,i,i,i,i,-15.9
Cc1cccn2c(=O)c3cc(C(=O)N4CC(C)CC(C)C4)sc3nc12 (centres undefined),i,i,i,i,i,i,i,i,i,i,-4.6
CC(OC(=O)c1cccnc1Cl)C(=O)Nc1ccc2c(c1)OCCO2 (centres undefined),i,i,i,i,i,i,i,i,i,i,-2.0
O=C(Nc1ccnn1C1CCN(Cc2ccccc2OC(F)F)CC1)c1cccc(F)c1,i,i,i,i,i,i,i,i,i,i,-6.4
COc1ccc(CNC(=O)Cn2c(=O)oc3ccccc32)cc1OC,.,.,.,i,.,i,i,i,.,i,.
COc1ccc(/C(C)=N/N=C(\C)c2ccc(OC)cc2OC)c(OC)c1,i,i,i,i,i,i,i,i,i,i,-6.4
CCOC(=O)c1ccc(NC(=O)CN2C(=O)C(CC)SC(CC)C2=O)cc1 (centres undefined),i,i,i,i,i,i,i,i,i,i,-7.0
COc1cc([N+](=O)[O-])ccc1NC(=O)C[n+]1ccccc1,i,i,i,i,i,i,i,i,i,i,-12.0
O=C(O)c1ccccc1C(=O)NCCc1ccc(Cl)cc1,i,i,i,i,i,i,i,i,i,i,-6.9
COc1cccc(C(=O)NCCS(=O)(=O)N2CCc3ccccc3C2)c1,i,i,i,i,i,i,i,i,i,i,-14.1
COCCNC(=O)CSCc1nc(-c2ccc(SC)cc2)oc1C,i,i,i,i,i,i,i,i,i,i,-10.8
CCNc1c(C(=O)O)ccc2c1C(=O)c1ccccc1C2=O,i,i,i,i,i,i,i,i,i,i,-2.2
O=C(NNS(=O)(=O)c1ccc(F)cc1)c1cnccn1,i,i,i,i,i,i,i,i,i,i,-0.3
COCCN1C(=O)N[C@@H](c2ccccc2)C(C(=O)OC)=C1C,.,.,.,i,.,i,i,i,.,i,.
